Yeast growth inh = growth inhibitors of yeast BB579 in restrictive medium, primary screen, yeast lifespan-shortening project, S. cerevisiae; OD615, 48 h; inhibition, % at 10 µM; 0.51% of 140,000 active;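 active = inhibition above a set limit, 3 SD over the mean compound inhibition, cut at about 44% in these data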; also: inactives centre near -24
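System: Saccharomyces cerevisiae DeaD strain BB579, replicative lifespan model yeast. Buffer or medium: restrictive glucose-based CSMM-D medium. Doses: one dose, 10 µM compound with 0.25% DMSO. Timing: 4 h preincubation and 48 h exposure at 30 °C. Detection: turbidity as optical density at 615 nm. Benchmarks: amphotericin B 10 µg/mL, positive.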
Measles CPE = compounds protecting cells from measles virus cytopathic effect, primary screen, measles RdRp inhibitor project, single point, MLSMR library, absorbance; protection (pct of control), % at 4 µM; 1.5% of 140,000 active; Measles virus-infected cells, CPE protection; in the data active = protection mostly above about 24%, no sharp cut-off; inactive = mostly below about 26%; also: some compounds called inactive have numbers as strong as hits
E-sel TNF inh = E-selectin induction blockers in HUVEC – imaging, immunofluorescence, high content, primary screen; inhibition, % at 2 µM; 0.71% of 120,000 active; AID 1246, 2008; HUVEC TNFa-induced E-selectin immunofluorescence;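 active = inhibition above the batch mean plus 3 SD, and confirmed as a hit on visual image review, cut at about 43% in these data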;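 also: 0% = TNF-stimulated DMSO wells and 100% = unstimulated control wells; not every result past the cut was called active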
MRP-1 activ = H69AR viability gain despite doxorubicin, primary screen, MRP-1 activator project, H69AR cells, CellTiter-Glo. viability rescue. viability increase, % at 10 µM. 0.61% of 140,000 active. AID 799, 2007;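 active = viability gain under doxorubicin at or above a set limit, the compound median plus 3 SD, cut at about 4.7% in these data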;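 also: MRP-1 overexpressing cells given doxorubicin 25 µM after compound pretreatment; 18-22 h compound pretreatment then 72 h with doxorubicin before readout; 0% = doxorubicin-only wells and 100% = vehicle-treated cells without doxorubicin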
NPY-Y2 antag = NPY-Y2 receptor antagonists, primary screen, cell-based; inhibition, % at 2.7 µM; 0.99% of 140,000 active; AID 793, 2007; NPY-Y2 expressing cells, antagonist mode; Neuropeptide Y receptor type 2 (Homo sapiens), P49146; in the data active = inhibition above about 17%;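 also: 0% = vehicle with agonist challenge and 100% = reference antagonist with challenge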
Target sequence (P49146 whole entry, looked up): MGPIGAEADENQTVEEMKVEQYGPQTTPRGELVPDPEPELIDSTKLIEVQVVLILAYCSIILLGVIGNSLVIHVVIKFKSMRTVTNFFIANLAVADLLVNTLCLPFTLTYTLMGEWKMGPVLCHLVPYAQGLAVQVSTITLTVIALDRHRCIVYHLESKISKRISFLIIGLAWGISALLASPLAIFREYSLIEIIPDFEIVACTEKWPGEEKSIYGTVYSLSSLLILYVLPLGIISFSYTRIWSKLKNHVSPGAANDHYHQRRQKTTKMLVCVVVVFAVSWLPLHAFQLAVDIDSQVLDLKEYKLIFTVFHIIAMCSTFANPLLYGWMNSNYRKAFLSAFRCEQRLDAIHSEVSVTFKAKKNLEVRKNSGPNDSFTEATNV
HCT116 bCat-KO = primary screen for growth suppressors in beta-catenin knockout HCT116 cells (colon tumor, human) | viability, % at 10 µM | 1.5% of 140,000 active | HCT116 beta-catenin knockout viability, CellTiter-Glo, 60 h; hits give low values | AID 818, 2007;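 active = viability at or under a set limit, the compound median less 4 SD, cut at about 6% in these data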;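 also: 0% = Hyamine 1622 control at 20 µM and 100% = untreated cell control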
Yeast lifespan up = compounds extending yeast replicative lifespan, primary screen, S. cerevisiae, OD615; S. cerevisiae growth with nicotinamide; deaD strain in restrictive glucose medium; inhibition of the nicotinamide effect, % at 10 µM; AID 775, 2007; 0.68% of 130,000 active;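 active = inhibition above a set limit, placed 3 SD over the median of all compounds, cut at about 26% in these data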;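 also: 0% = nicotinamide-treated wells and 100% = cells grown without nicotinamide; some compounds called inactive have numbers as strong as hits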
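Test system: DeaD-strain S. cerevisiae / Buffer or medium: restrictive glucose medium / Also added: nicotinamide 1.5 mM / Doses: one concentration, 10 µM, DMSO 0.25% / Schedule: 48 h at 30 °C / Signal: OD615 measurement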
Phagocytosis inh = inhibitors of macrophage phagocytosis, primary screen, imaging, J774A.1 cells, IgG beads; J774A.1 macrophage IgG-bead phagocytosis; inhibition, % at 5 µM; 0.07% of 110,000 active; AID 1029, 2008;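 active = inhibition above the mean of the plate negative controls plus 5 SD, cut at about 13% in these data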;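 also: phagocytic index as fraction of beads internalized from green versus red external bead signal; plate controls were DMSO negative control for no effect and cytochalasin-D positive control for full effect; some results beyond the cut were filed as inactive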
GALR2 antag = GALR2 antagonists in receptor-expressing cells, primary screen. Galanin receptor type 2 (Homo sapiens), O43603. antagonist mode. inhibition, % at 4 µM. 0.39% of 140,000 active; in the data active = inhibition above about 27%;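 also: cells stimulated with galanin 1-16 at roughly its EC80; 0% = agonist challenge control and 100% = basal control without agonist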
Target sequence (O43603 whole entry, looked up): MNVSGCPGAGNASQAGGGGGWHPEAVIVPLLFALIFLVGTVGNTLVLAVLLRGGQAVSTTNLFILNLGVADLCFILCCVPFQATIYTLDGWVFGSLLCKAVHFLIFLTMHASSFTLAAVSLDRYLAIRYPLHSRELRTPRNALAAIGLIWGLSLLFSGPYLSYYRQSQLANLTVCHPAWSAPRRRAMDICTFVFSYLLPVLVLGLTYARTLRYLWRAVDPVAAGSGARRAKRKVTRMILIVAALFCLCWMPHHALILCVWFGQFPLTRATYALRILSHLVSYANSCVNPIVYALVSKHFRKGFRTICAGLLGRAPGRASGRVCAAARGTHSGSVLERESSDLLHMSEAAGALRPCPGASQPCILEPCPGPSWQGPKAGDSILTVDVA
PTEN del growth = growth suppression of PTEN-null HCT116, primary screen, cell-based, CellTiter-Glo; HCT116 PTEN-null viability, 60 h; hits give low values; AID 827, 2007; 1.2% of 140,000 active; viability, % at 10 µM;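 active = viability at or below a set limit, 4 SD under the median of all tested compounds, cut at about 3.7% in these data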;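 also: PTEN knockout HCT116 line with beta catenin targeted HCT116 as companion control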
Active calls of the source: *; x = not tested or not shown.

| item | smiles | Yeast growth inh | Measles CPE | E-sel TNF inh | MRP-1 activ | NPY-Y2 antag | HCT116 bCat-KO | Yeast lifespan up | Phagocytosis inh | GALR2 antag | PTEN del growth |
| --- | --- | --- | --- | --- | --- | --- | --- | --- | --- | --- | --- |
| 1 | Cc1[nH]c2ccccc2c1C(=O)COC(=O)Cn1c(C)nc2ccccc21 | 2 | 12 | 7 | -3.1 | 1 | 96 | -5 | -2 | -4 | 103 |
| 2 | Cc1cc2ccccn2c1C(=S)NC(=O)c1ccccc1 | 1 | 6 | 52 | -1.7 | -3 | 85 | -9 | x | 8 | 93 |
| 3 | CCCCP(=O)(CCCC)CCP(=O)(c1ccccc1)c1ccccc1 | -12 | x | x | -0.3 | 1 | 92 | -2 | -5 | 6 | 94 |
| 4 | CCN(CC)CCNC(=O)CS(=O)Cc1nc(-c2ccc(C)cc2)oc1C (stereo not given) | -22 | 4 | -42 | -2.6 | -1 | 73 | -2 | 0 | -2 | 76 |
| 5 | Cc1cccc(C(=O)Nc2cccc(C(=O)N3CCOCC3)c2)c1 | -23 | 15 | 1 | -1.1 | 0 | 88 | -7 | -1 | -1 | 85 |
| 6 | O=C1CN(C(=O)c2ccc(Br)o2)C(c2ccc(F)cc2)c2cc(Cl)ccc2N1 (stereo not given) | -40 | 18 | -9 | -5.6 | 3 | 64 | 7 | x | 2 | 45 |
| 7 | CC1CCc2nc(NC(=O)CN3CCN(c4ccc(F)cc4)CC3)sc2C1 (stereo not given) | -65 | 6 | 12 | -1.9 | 5 | 49 | -5 | 0 | -6 | 61 |
| 8 | O=C(Nc1ccc(NC(=O)C2CCCCC2)nc1)c1ccco1 | -38 | 6 | -12 | -2.4 | -2 | 100 | -20 | -5 | -4 | 89 |
| 9 | CC(=O)C1=C(O)CCC1=NCCc1ccccc1 | -29 | 29* | 7 | 0.2 | 3 | 92 | -12 | -1 | -4 | 96 |
| 10 | CN(Cc1ccccc1)Cc1ccccc1F | -3 | 3 | 36 | -0.3 | 1 | 83 | -4 | 1 | 2 | 101 |
| 11 | C=CCOC(=O)C1=C(C)Nc2nnnn2C1c1cc(OC)ccc1OC (stereo not given) | -14 | 4 | x | -0.5 | 1 | 102 | 1 | 2 | 6 | 87 |
| 12 | O=C(COC(=O)c1sc2ccccc2c1Cl)NC1CCCCC1 | -17 | 19 | 14 | -0.7 | 10 | 105 | -3 | x | -14 | 97 |
| 13 | CC(C)Cc1cc(C(=O)Nc2cccnc2)no1 | 4 | 4 | 17 | 0.0 | 0 | 94 | -9 | 0 | 0 | 94 |
| 14 | CCCC(=O)Nc1cc(C)c(NC(=O)c2ccncc2)cn1 | -40 | 3 | x | 0.8 | 0 | 93 | -4 | -1 | -13 | x |
| 15 | CCC(=O)NC(Nc1sc2c(c1C(=O)OC)CCC2)C(Cl)(Cl)Cl (stereo not given) | -36 | 11 | 30 | -1.3 | 4 | 75 | 0 | 0 | -13 | 67 |
| 16 | O=C1c2ccc3c4c(ccc(c24)C(=O)N1NC(=O)C(F)(F)F)CC3 | 54* | 8 | 1 | -0.1 | 10 | 91 | -5 | x | 6 | 101 |
| 17 | O=C(NCCCn1ccnc1)Nc1cccc(Cl)c1 | -26 | 6 | -10 | -1.7 | 2 | 94 | -29 | -1 | 3 | 96 |
| 18 | O=C(Nc1cc(C(F)(F)F)ccc1-n1cncn1)c1ccc(-c2ccccc2)cc1 | -81 | 4 | 8 | 0.6 | 2 | 102 | -13 | 0 | -3 | 94 |
| 19 | CCCCCCCCSc1n[nH]c(N)n1 | -8 | 5 | 28 | -2.5 | -1 | 93 | -6 | x | 4 | 92 |
| 20 | COC(=O)c1sccc1NC(=O)c1ccccc1[N+](=O)[O-] | -35 | 7 | -2 | -0.3 | 4 | 99 | -2 | 13 | 7 | 91 |
| 21 | CC(C(=O)N1CCc2ccccc21)N1CCN(c2ccccn2)CC1 (stereo not given) | 0 | 6 | x | -1.6 | 2 | 87 | 5 | -4 | -6 | 94 |
| 22 | O=C(Oc1ccccc1C(=O)Nc1ccccc1)c1ccc(Br)c([N+](=O)[O-])c1 | 4 | 8 | 1 | 1.6 | 3 | 96 | -6 | -2 | 12 | 101 |
| 23 | Cn1c(C(=O)N2CCCC(C(=O)O)C2)cc2sccc21 (stereo not given) | -44 | 11 | x | 0.9 | -1 | 102 | -3 | -1 | 7 | 102 |
| 24 | CCn1c(COc2ccc(C)cc2)nnc1SCc1ccc(C#N)cc1 | -48 | 3 | -8 | 4.1 | 1 | 89 | 32 | -3 | -2 | 89 |
| 25 | Cc1ccc(C(=O)CSc2nnc(-c3c[nH]c4ccccc34)o2)cc1 | -89 | 3 | 49 | -0.4 | 11 | 101 | -8 | 1 | -7 | 110 |
| 26 | Cc1c(NC(=O)CSc2nnc(C(C)Oc3ccc(Cl)cc3)n2-c2ccccc2)c(=O)n(-c2ccccc2)n1C (stereo not given) | -29 | 19 | 8 | -2.3 | 2 | 88 | -12 | x | -3 | 92 |

Exported with one line to a screen: entries from further up.
#10 CN(Cc1ccccc1)Cc1ccccc1F
#11 C=CCOC(=O)C1=C(C)Nc2nnnn2C1c1cc(OC)ccc1OC (stereo not given)

Assay by compound	10	11
Yeast growth inh	-3	-14
Measles CPE	3	4
E-sel TNF inh	36	x
MRP-1 activ	-0.3	-0.5
NPY-Y2 antag	1	1
HCT116 bCat-KO	83	102
Yeast lifespan up	-4	1
Phagocytosis inh	1	2
GALR2 antag	2	6
PTEN del growth	101	87

Another view of part of the listing above.
15) CCC(=O)NC(Nc1sc2c(c1C(=O)OC)CCC2)C(Cl)(Cl)Cl (stereo not given)
16) O=C1c2ccc3c4c(ccc(c24)C(=O)N1NC(=O)C(F)(F)F)CC3
17) O=C(NCCCn1ccnc1)Nc1cccc(Cl)c1
18) O=C(Nc1cc(C(F)(F)F)ccc1-n1cncn1)c1ccc(-c2ccccc2)cc1
19) CCCCCCCCSc1n[nH]c(N)n1
entry no.	15	16	17	18	19
Yeast growth inh	-36	54*	-26	-81	-8
Measles CPE	11	8	6	4	5
E-sel TNF inh	30	1	-10	8	28
MRP-1 activ	-1.3	-0.1	-1.7	0.6	-2.5
NPY-Y2 antag	4	10	2	2	-1
HCT116 bCat-KO	75	91	94	102	93
Yeast lifespan up	0	-5	-29	-13	-6
Phagocytosis inh	0	x	-1	0	x
GALR2 antag	-13	6	3	-3	4
PTEN del growth	67	101	96	94	92
